Screens: PubChem, several laboratories
Yeast superoxide: reduction of superoxide in aged yeast, primary screen, HTS; superoxide response (% of plate mean), % at 10 µM; S. cerevisiae aged cells, superoxide DHE fluorescence; active compounds read low; AID 2690, 2010; hit rate 0.18% among 330,000;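 active = superoxide response under a set limit, about three screen SD below normal, cut at about 65% in these data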;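 also: yeast aged for seven days with compound at 30 °C before DHE staining; 100% = average MFI of all compound-treated wells on the plate with controls excluded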
GASC-1 inh: inhibitors of GASC-1 histone demethylase, primary screen, biochemical, fluorescence, DELFIA europium | Lysine-specific demethylase 4C (Homo sapiens), Q9H3R0 | GST-JMJD2C(1-420) H3K9me3 demethylation | inhibition, % at 2.35 µM | hit rate 0.069% among 330,000 | AID 2099, 2009;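 active = more than half of a compound's replicate wells show inhibition beyond 50%, single wells judged on their own value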;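 also: signal counts dimethyl H3K9 product captured on neutravidin plate; 0% = median of DMSO wells and 100% = 0.3 times that DMSO median; strong numbers were not always called active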
Target sequence (Q9H3R0 1-420 limits assumed): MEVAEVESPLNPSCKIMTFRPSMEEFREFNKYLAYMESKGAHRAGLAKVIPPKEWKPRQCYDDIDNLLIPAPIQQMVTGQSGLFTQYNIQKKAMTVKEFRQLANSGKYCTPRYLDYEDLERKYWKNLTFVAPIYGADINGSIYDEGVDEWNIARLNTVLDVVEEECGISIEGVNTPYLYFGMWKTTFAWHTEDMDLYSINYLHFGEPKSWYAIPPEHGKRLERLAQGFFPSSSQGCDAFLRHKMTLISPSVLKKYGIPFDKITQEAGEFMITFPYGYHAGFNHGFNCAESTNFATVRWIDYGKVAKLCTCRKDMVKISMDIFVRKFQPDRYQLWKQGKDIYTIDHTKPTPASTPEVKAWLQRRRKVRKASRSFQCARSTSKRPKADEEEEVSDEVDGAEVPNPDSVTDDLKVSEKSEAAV
* marks the source's active call; other numbers are inactive results. A portion of the library; rates above refer to the full screens.

SMILES | Yeast superoxide | GASC-1 inh
O=C(NCCN1CCOCC1)c1cc(Cl)ccc1Cl | 109 | 5
CC1(C)C(=O)Nc2ccccc2N1C(=O)COC(=O)c1cccc(O)c1 | 108 | -5
Cc1ccc(S(=O)(=O)N(C)CC(=O)NNC(=O)CCC(=O)c2ccc(F)cc2)cc1 | 93 | 5
O=C(COC(=O)c1ccco1)NCc1ccc(Cl)cc1Cl | 86 | 5
O=C(/C=C/c1ccc(S(=O)(=O)N2CCOCC2)cc1)NC(CO)C(O)c1ccc([N+](=O)[O-])cc1 (stereo not given) | 88 | -2
CCCCc1ccc(NC(=O)Cn2c(=O)c(N3CCCCC3)c(N)n(C)c2=O)cc1 | 91 | 1
Cc1cc(C(=O)NN=Cc2ccc(-c3ccc(F)cc3)o2)c(C)o1 | 96 | 8
Cc1ccc(S(=O)(=O)NCC(=O)OCC(=O)Nc2ccc(C)c(S(=O)(=O)N3CCOCC3)c2)cc1 | 99 | -10
COc1ccc(CCNC(=O)COC(=O)/C=C/c2ccc3c(c2)OCO3)cc1 | 102 | 0
C#CCOCCOCCOCCNc1nc(N2CCN(C(=O)[C@H](CCC(=O)O)n3cc([C@@H](N)CO)nn3)CC2)nc(N2CCN(C(=O)[C@H](CCC(=O)O)n3cc([C@@H](N)CCSC)nn3)CC2)n1 | 113 | 0
O=S(=O)(c1cccc(C(F)(F)F)c1)N1CCN(CC(O)COCc2ccccc2)CC1 (stereo not given) | 108 | -2
CC(C)CN(C(=O)C1CCC1)c1c(N)n(Cc2ccccc2)c(=O)[nH]c1=O | 103 | 15
O=[N+]([O-])c1ccccc1/C=C/CN1CCCCC1CO (stereo not given) | 102 | -1
CCOc1ccccc1-n1nnnc1SCC(=O)N1CCCC1=O | 87 | 3
CC(C)C[C@H]1CN=C(N(C)C)N1CCc1cccc(F)c1 | 109 | 3
COc1ccccc1NC(=O)c1ccccc1C(=O)N(C)Cc1ccccc1 | 97 | -2
COC(=O)C1=C(C)N(Cc2ccccc2)C(=NCC2CC2)N[C@H]1c1ccccc1 | 94 | 3
CC[C@]12c3[nH]c4ccccc4c3CCN1C(=O)C(CC(=O)NCCCN(C)C)C[C@@H]2C(=O)N1CCN(C(=O)C2CC2)CC1 (stereo not given in full) | 104 | 8
COc1cc(S(=O)(=O)Nc2ccc3c(c2)C(=O)N(C)C3=O)ccc1NC(C)=O | 92 | 14
NS(=O)(=O)c1ccc(NC(=O)COC(=O)Cn2cnc3ccccc3c2=O)cc1 | 107 | -7
Cn1c(SCC(=O)NCC2COc3ccccc3O2)nnc1C(F)(F)F (stereo not given) | 82 | 1
O=C(CN1C(=O)c2ccc([N+](=O)[O-])cc2C1=O)Nc1nnc(C2CC2)s1 | 104 | -9
COc1ccc(Cl)cc1C(=O)NNC(=O)c1cccs1 | 129 | 1
CCOc1ccc(Br)cc1S(=O)(=O)NC1=NCCCCC1 | 108 | 8
CC(NC(=O)CN1C(=O)NC2(CCCC2)C1=O)c1ccc(Cl)cc1Cl (stereo not given) | 116 | -4
O=C1CC/C=C\C[C@@H](CC(=O)N(CCO)Cc2ccccc2)C(=O)NC[C@@H](c2ccccc2)O1 | 91 | -6
C=CC[C@@H](Cc1ccc(F)cc1)C(=O)OC[C@@H]1CCCN1C(=O)[C@@H](CC=C)CC(=O)N[C@H](CO)Cc1ccccc1 | 88 | 1
Cc1ccc(CN(C)c2ccc(S(=O)(=O)N3CCCC3)cn2)cc1 | 116 | -7
C[C@H](CO)N1C[C@H](C)[C@@H](CN(C)C(=O)Nc2ccc(C(F)(F)F)cc2)Oc2c(NC(=O)Nc3ccc(C(F)(F)F)cc3)cccc2C1=O | 71 | -9
COc1cc(NC(=O)COC(=O)c2cc(S(=O)(=O)N3CCOCC3)ccc2F)cc(OC)c1 | 111 | 0

Six compounds picked at random from the list so far, as already listed:
SMILES | Yeast superoxide | GASC-1 inh
O=C(COC(=O)c1ccco1)NCc1ccc(Cl)cc1Cl | 86 | 5
O=C1CC/C=C\C[C@@H](CC(=O)N(CCO)Cc2ccccc2)C(=O)NC[C@@H](c2ccccc2)O1 | 91 | -6
Cc1cc(C(=O)NN=Cc2ccc(-c3ccc(F)cc3)o2)c(C)o1 | 96 | 8
O=C(CN1C(=O)c2ccc([N+](=O)[O-])cc2C1=O)Nc1nnc(C2CC2)s1 | 104 | -9
CCOc1ccccc1-n1nnnc1SCC(=O)N1CCCC1=O | 87 | 3
CCCCc1ccc(NC(=O)Cn2c(=O)c(N3CCCCC3)c(N)n(C)c2=O)cc1 | 91 | 1

Whole records from above.
`O=C(COC(=O)c1ccco1)NCc1ccc(Cl)cc1Cl` is listed with Yeast superoxide = 86; GASC-1 inh = 5
`O=S(=O)(c1cccc(C(F)(F)F)c1)N1CCN(CC(O)COCc2ccccc2)CC1` (stereo not given) is listed with Yeast superoxide = 108; GASC-1 inh = -2

Next section:
SMILES | Yeast superoxide | GASC-1 inh
COc1ccc(OC)c(NC(=O)CN2c3cccc4cccc(c34)S2(=O)=O)c1 | 118 | -7
Cc1ccc(C)c(NC(=O)COC(=O)CC2CC3CCC2C3)c1 (stereo not given) | 107 | 0
O=C(Cc1ccccc1)Nc1ncnc2c1C(c1ccccc1)c1c(ccc3ccccc13)O2 (stereo not given) | 93 | -8
O=C(Cc1ccccc1F)Nc1cc(S(=O)(=O)N2CCOCC2)ccc1N1CCCC1 | 94 | -12
COc1ccc(NS(=O)(=O)c2cc(N)ccc2N2CCCC2)cc1 | 106 | 3
Cc1ccc(N(C)S(=O)(=O)c2cccc(C(=O)N3CCN(Cc4ccccc4)CC3)c2)cc1 | 123 | 6
COc1cc(/C=C/C(=O)OCC(=O)NCCC2=CCCCC2)cc(OC)c1OC | 105 | 7
Cc1oc(/N=C/c2ccc(F)cc2)c(C#N)c1C | 100 | -1
O=C(CC1(CC(=O)N2CCOCC2)CCCC1)Nc1ccc(F)cc1 | 102 | -8
Cc1cn([C@H]2C[C@H](O)[C@@H](COS(=O)(=O)O)O2)c(=O)[nH]c1=O | 88 | -6
CCN(CCn1cccn1)C(=O)c1cc(COc2ccccc2SC)on1 | 102 | -1
O=C(CN1C(=O)NC2(CCCC2)C1=O)Nc1cc(S(=O)(=O)N2CCCCC2)ccc1Cl | 99 | -3
O=C(COc1ccc2cc(Br)ccc2c1)N1CCOCC1 | 107 | -4
COCCCNC(=O)CCc1c(C)nc2c(c(C)nn2-c2ccc(C)cc2)c1C | 103 | -1
CC(C)(C)C(=O)CN1C(=O)NC2(CCOc3ccccc32)C1=O (stereo not given) | 90 | 24
COc1cc(CN2CCN(CC#Cc3ccccc3)CC2CCO)cc(OC)c1 (stereo not given) | 106 | -1
COc1cc(OC)cc(-c2sc3ccc(OC)cc3c2-c2ccc3cc[nH]c3c2)c1 | 93 | -37
CC(C)(C)OC(=O)C[C@H]1C/C=C\C[C@@H](CC(=O)N[C@H](CO)Cc2ccccc2)C(=O)NC[C@H](c2ccccc2)OC1=O | 93 | 14
CCn1cc(Cl)c(C(=O)Nc2cccc(CN3CCOCC3)c2)n1 | 107 | -8
O=C(CSc1nnc(-c2ccccc2F)n1C1CCCCC1)Nc1cc(C(=O)O)ccc1Cl | 108 | 4
COc1ccc(-n2nnnc2SCC(=O)Nc2c(C)n[nH]c2C)cc1 | 110 | -2
Cc1cc(C(=O)Nc2sccc2C(N)=O)c(C)o1 | 83 | -1
COc1ccc(-c2cc(-c3nc4ccccn4c3NCc3ccccc3)ccc2OC)cc1 | 84 | -4
O=C(NCCC(=O)N1CCN(c2ccccn2)CC1)c1ccc(Cl)cc1 | 88 | -7
CCN(C[C@H]1N[C@@](CC)(C(=O)OC)[C@H]2C(=O)N(C)C(=O)[C@@H]12)S(=O)(=O)c1ccc(F)cc1 | 77 | 15
COc1ccc(NC(=O)N(C)C[C@H]2Oc3ccc(NC(=O)Nc4ccc(C(F)(F)F)cc4)cc3C(=O)N([C@H](C)CO)C[C@@H]2C)cc1 | 97 | 1
O=C(Nc1nccs1)[C@@H]1CCCN1S(=O)(=O)c1ccc(Cl)cc1 | 100 | 5
CCC1CCC(N2CCN(c3ccc([N+](=O)[O-])cc3)CC2)CC1 (stereo not given) | 100 | 6
C[C@H]1COC(=O)[C@H](NC(=O)OCC2c3ccccc3-c3ccccc32)C/C=C\C[C@H](CC(=O)N(CCO)Cc2ccccc2)C(=O)N1 | 101 | 7
Cc1ccc(N=Cc2c(O)c3ccccc3n(C)c2=O)cc1 | 101 | -1
CCc1ccccc1NC(=O)CSc1nc(C)c(C)o1 | 77 | 13
Cc1cccc(OCCCCCN2CCOCC2)c1 | 90 | 0
CC(C)(C)c1ccc(C(=O)OCc2c(-c3ccccc3)ncc3ccccc23)cc1 | 115 | 31
Cc1cc(C)n2nc(C(=O)OCC(=O)Nc3ccc(C)c(F)c3)nc2n1 | 77 | 4
Cc1cc(O)c(C(=O)/C=C/c2ccc(C(C)C)cc2)c(=O)o1 | 102 | 2
O=C(COc1cccnc1[N+](=O)[O-])Nc1ccc(Cl)cc1F | 93 | 3
Cc1nn(CC(=O)OCC(=O)Nc2cccc(S(N)(=O)=O)c2)c(C)c1[N+](=O)[O-] | 95 | 1
O=C(CN1C(=O)c2cccc([N+](=O)[O-])c2C1=O)NNC(=O)c1ccc(F)cc1 | 94 | -1
O=C1CN(S(=O)(=O)c2cc(Br)ccc2Br)CCN1 | 101 | -7
COc1ccc(-c2c(-c3ccc(OC)c(F)c3)c3ccccc3n2C)cc1 | 119 | -7
COC(=O)[C@H](Cc1ccc(O)cc1)NC(=O)Cn1ccc(NC(=O)OCc2ccccc2)nc1=O | 104 | 3
Cc1ccc(C)c(NC(=O)C(c2ccccc2)N2CCN(CC(=O)N3CCOCC3)CC2)c1 (stereo not given) | 89 | 0
COc1ccc(S(=O)(=O)Nc2cccc3c2O[C@H](CN(C)S(=O)(=O)c2ccc(OC)cc2)[C@@H](C)CN([C@H](C)CO)C3=O)cc1 | 87 | -46
COc1ccccc1CN1CCCC(N2CCN(c3ccccc3OC)CC2)C1 (stereo not given) | 95 | -5
Cc1ccc2c(c1)C(=O)C(=O)N2Cc1ccc(F)cc1 | 99 | 4
CCN1CCN(C(=S)NC(=O)c2cccc(Br)c2)CC1 | 104 | 14
C=CCC[C@H](Cc1ccc(F)cc1)C(=O)OC[C@H](C)NC(=O)[C@@H](CC=C)CC(=O)N[C@H](CO)Cc1ccccc1 | 109 | 7
O=C(NNc1c(F)c(F)cc(F)c1F)c1ccco1 | 111 | 9
Cc1ccc(NS(=O)(=O)c2ccc(C(=O)Nc3nncs3)cc2)cc1 | 75 | -1
CCNC(=O)N1CCCC(C(=O)c2ccc(-c3ccccc3)cc2)C1 (stereo not given) | 107 | -4

(next part)
SMILES | Yeast superoxide | GASC-1 inh
CC(C)(C)OC(=O)NCc1ccc(NC(=O)c2nc[nH]c2C(=O)NCCN(CCNC(=O)c2[nH]cnc2C(=O)Nc2ccc(CNC(=O)OC(C)(C)C)cc2)CCNC(=O)c2[nH]cnc2C(=O)Nc2ccc(CNC(=O)OC(C)(C)C)cc2)cc1 | 93 | 0
Cc1ccc(S(=O)(=O)N2[C@@H](c3ccc(C#N)cc3)C(C(=O)O)=C[C@H]2C(C)(C)C)cc1 | 128 | 35
COc1ccc(CNC(=O)CC2C[C@H](C(=O)N3CCOCC3)[C@@]3(C)c4[nH]c5ccccc5c4CCN3C2=O)cc1OC (stereo not given in full) | 95 | 2
COc1ccc(NC(=O)COC(=O)CCc2nc3ccccc3c(=O)[nH]2)cc1Cl | 113 | 3
C[C@H]1CN([C@@H](C)CO)C(=O)Cc2cc(NC(=O)Cc3ccccc3)ccc2O[C@H]1CN(C)S(=O)(=O)c1cccs1 | 86 | 12
Cc1nnc2c(NCCC(C)C)nc3ccccc3n12 | 100 | -6
C[C@@H]1CN([C@@H](C)CO)C(=O)c2cc(NC(=O)Nc3ccc4c(c3)OCO4)ccc2O[C@H]1CN(C)S(=O)(=O)c1ccc(F)cc1 | 122 | 35
COc1cccc(CN2CC(C(=O)NCCCc3ccncc3)CCC2=O)c1 (stereo not given) | 99 | 3
CC1(C2CC2)NC(=O)N(CC(=O)N2CCN(c3cccc(C(F)(F)F)c3)CC2)C1=O (stereo not given) | 78 | -6
CN(C(=O)COC(=O)c1ccccc1C(=O)c1ccccc1)c1ccccc1 | 88 | -5
CC[C@H](C)[C@@H]1NC(=O)[C@H]([C@@H](C)CC)NC(=O)[C@@H](CC(C)C)NC(=O)[C@H](Cc2ccccc2)NC(=O)[C@H](Cc2ccccc2)NC(=O)[C@@H]2CCCN2C(=O)[C@@H]2CCCN2C(=O)[C@H](C(C)C)NC(=O)[C@H](CC(C)C)NC1=O | 83 | 3
O=C(NCC1CC1)c1cccc2c1C(=O)c1ccc(N3CCCC3)cc1S2(=O)=O | 85 | -2

2 entries from above, reformatted.
> O=C(NCC1CC1)c1cccc2c1C(=O)c1ccc(N3CCCC3)cc1S2(=O)=O
  Yeast superoxide = 85 | GASC-1 inh = -2
> COc1ccc(NC(=O)COC(=O)CCc2nc3ccccc3c(=O)[nH]2)cc1Cl
  Yeast superoxide = 113 | GASC-1 inh = 3
